# UBC13 polyUb = UBC13 polyubiquitin chain formation inhibitors, primary screen, biochemical, TR-FRET, uHTS; Ubiquitin-conjugating enzyme E2 N (Homo sapiens), P61088; 330,000 compounds, 0.47% hits; inhibition, % at 20 µM; in the data active = inhibition above about 45%, passing the limit was not always enough; inconclusive = no clear call, values can overlap the other calls
# Target sequence (P61088 whole entry, looked up): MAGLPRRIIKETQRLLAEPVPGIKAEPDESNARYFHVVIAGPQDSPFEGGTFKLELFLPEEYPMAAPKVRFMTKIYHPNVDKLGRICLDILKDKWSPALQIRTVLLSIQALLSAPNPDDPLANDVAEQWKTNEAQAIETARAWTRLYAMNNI
# ATG4B inh = ATG4B protease inhibitors, primary screen, biochemical, fluorescence, uHTS; Cysteine protease ATG4B (Homo sapiens), Q9Y4P1; 340,000 compounds, 0.51% hits; inhibition, % at 8.33 µM; ATG4B cleavage of LC3-PLA2, NBD-HPC fluorescence, 1 h; in the data active = inhibition above about 40%
# CCR6 antagonist = CCR6 receptor antagonists, primary screen, cell-based, CHO-K1, luminescence, beta-arrestin, uHTS; inhibition, % at 20 µM; CHO-K1 CCR6 PathHunter beta-arrestin, CCL20-stimulated; 340,000 compounds, 0.49% hits; AID 493098, 2011; C-C chemokine receptor type 6 (Homo sapiens), P51684;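 active = compounds whose inhibition of the agonist-driven luminescence signal at 20 µM reaches about 50%, limit read from the data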;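 note: cells stimulated with CCL20 at 14 nM final; plate controls were DMSO with CCL20 for no effect and DMSO without agonist for full effect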
# Target sequence (P51684 whole entry, looked up): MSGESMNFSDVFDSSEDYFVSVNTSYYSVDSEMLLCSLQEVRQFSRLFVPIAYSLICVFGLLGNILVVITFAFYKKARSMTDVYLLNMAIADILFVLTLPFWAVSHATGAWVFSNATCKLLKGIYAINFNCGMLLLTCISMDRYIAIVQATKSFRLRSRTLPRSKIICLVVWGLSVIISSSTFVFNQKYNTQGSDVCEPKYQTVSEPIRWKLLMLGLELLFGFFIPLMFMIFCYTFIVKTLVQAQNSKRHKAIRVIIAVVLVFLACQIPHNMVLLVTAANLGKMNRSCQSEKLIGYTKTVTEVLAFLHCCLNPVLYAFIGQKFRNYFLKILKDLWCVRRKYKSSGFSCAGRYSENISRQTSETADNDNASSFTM
# EBI2 block = EBI2 receptor antagonists, beta-arrestin recruitment, primary screen, cell-based, luminescence, 7a,25-OHC stimulation, uHTS. G-protein coupled receptor 183 (Homo sapiens), P32249. 7a,25-OHC stimulated. inhibition, % at 5 µM. 360,000 compounds, 0.81% hits. AID 651636, 2012; in the data active = inhibition above about 38%;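 note: enzyme fragment complementation signal reports receptor beta-arrestin coupling in cells; 0% = agonist plus DMSO wells and 100% = wells without agonist; some results beyond the cut were filed as inactive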
# APJ agonist = agonists of human apelin receptor APJ, primary screen, CHO-K1 cells, PathHunter beta-arrestin, luminescence; P35414; 0% DMSO wells, 100% apelin; activation, % at 20 µM; 330,000 compounds, 0.11% hits; AID 2520, 2010;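 active = activation more than six SD over the plate average, tested at 20 µM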;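 note: 0% = DMSO alone and 100% = apelin-13 at 10 nM; some results filed as inactive read as strong as hits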
# Target sequence (P35414 whole entry, looked up): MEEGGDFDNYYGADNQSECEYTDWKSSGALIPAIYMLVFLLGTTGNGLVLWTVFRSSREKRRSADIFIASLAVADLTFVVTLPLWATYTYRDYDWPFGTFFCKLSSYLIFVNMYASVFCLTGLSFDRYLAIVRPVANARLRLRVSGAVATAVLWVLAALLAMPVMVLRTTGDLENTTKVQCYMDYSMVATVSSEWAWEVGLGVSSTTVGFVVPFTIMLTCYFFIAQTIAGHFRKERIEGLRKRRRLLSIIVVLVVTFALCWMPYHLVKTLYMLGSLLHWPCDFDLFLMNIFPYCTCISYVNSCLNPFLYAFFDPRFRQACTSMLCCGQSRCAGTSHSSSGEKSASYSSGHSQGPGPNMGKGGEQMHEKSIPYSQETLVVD
#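 Material: engineered CHO-K1 APJ arrestin reporter cells; amount: 1000 CHO-K1 reporter cells seeded per well; incubation: compound stimulation 90 min at 25 °C, detection 60 min; signal: luminescent beta-gal fragment complementation, chemiluminescent substrate; read-out basis: APJ agonist activity; controls: DMSO-only wells as negative, 10 nM Apelin-13 as positive control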
# Gli-Sufu antag = Gli-Sufu pathway antagonists, primary screen, luciferase luminescence, Sufu-KO-LIGHT cells, uHTS. 340,000 compounds, 0.74% hits. inhibition, % at 5 µM. AID 588413, 2011. Sufu-KO-LIGHT fibroblasts, Gli luciferase reporter luminescence;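 active = inhibition above about 55%, limit read from the data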;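 note: 0% = DMSO-treated cells and 100% = wells with medium but no cells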
# CXCR6 block = CXCR6 receptor inhibitors, primary screen, cell-based, beta-arrestin, luminescence, CHO-K1 PathHunter, 1536-well; C-X-C chemokine receptor type 6 (Homo sapiens), O00574; inhibition, % at 20 µM; 360,000 compounds, 0.36% hits; AID 602244, 2012; in the data active = inhibition above about 34%, passing the limit was not always enough;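 note: antagonist mode with CXCL16 agonist at 10 nM final; 0% = 10 nM CXCL16 with DMSO and 100% = unstimulated wells without agonist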
# APJ antagonist = antagonists of human apelin receptor APJ, primary screen, CHO-K1 cells, beta-arrestin complementation, luminescence; P35414; inhibition, % at 20 µM; 330,000 compounds, 0.32% hits;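 active = inhibition above about 40% at 20 µM, limit read from the data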;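 note: cells challenged with 10 nM apelin-13 agonist together with compound; plate controls were apelin-13 plus DMSO wells for no effect and DMSO wells lacking apelin-13 for full effect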
# The depositor's hits bear a star; ? = inconclusive; · = not tested or not shown.
SMILES,UBC13 polyUb,ATG4B inh,CCR6 antagonist,EBI2 block,APJ agonist,Gli-Sufu antag,CXCR6 block,APJ antagonist
Nc1ccc(C(=O)n2c3ccccc3c3ccccc32)cc1,?,-1,-11,-2,1,8,5,-9
Cc1ccc(-n2c(SCC(=O)NCc3ccco3)nc3c(sc4ccccc43)c2=O)cc1,21,-7,30,20,-2,45,4,3
COC(=O)CC1Oc2ccccc2N(Cc2ccccc2)C1=O (stereo unspecified),-2,-4,12,2,-5,-16,3,-24
COc1cc(CN2CCCC(C(=O)Nc3ccccc3Oc3cccnc3)C2)ccc1F (stereo unspecified),-2,-7,3,0,-4,9,6,11
Cc1ccc(S(=O)(=O)N2CCN(C(=O)c3ccccc3)CC2)cc1,-3,-4,11,-38,-3,1,6,6
CCCN(CC(=O)Nc1ccccc1OC)C(=O)c1ccccn1,-7,-7,5,-10,-3,3,0,14
CC(C)NC(=O)NC(=O)CSc1ccc(S(=O)(=O)N2CCOCC2)cn1,-5,4,3,-2,-3,-6,4,11
COc1cc2nc(=S)n(CCCN3CCOCC3)c(N)c2cc1OC,·,-8,-10,3,·,3,-12,·
COc1ccccc1/C=C/C(=O)Nc1ccc(N2CCOCC2)cc1,-17,-8,10,-3,-2,2,-3,1
CC1(C)CC2CC(C)(CN2C(=O)C23CCC(C)(C(=O)O2)C3(C)C)C1 (stereo unspecified),-9,-8,0,12,-2,1,-8,9
O=C(NCCc1ccccc1)C(=O)NCC1CCCN1S(=O)(=O)c1cccs1 (stereo unspecified),-2,-8,8,5,-6,5,15,-7
COc1cc(C(=O)NNC(=O)c2ccc(NC(=O)C(C)(C)C)cc2)cc(OC)c1OC,-1,-4,-9,-4,0,0,-2,1
CCOC(=O)C1=C(C)NC(C)=C(C(=O)OCC)C1c1ccc(OC)cc1,4,1,25,4,1,7,-1,1
Cc1cc2nc(C3CCN(C(=S)NCCCOC(C)C)CC3)[nH]c2cc1C,-2,-11,7,-2,-3,25,-6,11
O=C(Cc1ccc(F)cc1)N1CCN=C1SCc1ccc([N+](=O)[O-])cc1,10,-9,11,-4,-1,1,2,-5
Cc1onc(-c2c(F)cccc2Cl)c1C(=O)N(C)CCc1ccccn1,-2,-3,9,0,1,3,4,10
Cc1cccc(C)c1NC(=O)N1CCC(n2c(=O)[nH]c3ccccc32)CC1,6,-12,9,5,-6,-3,5,1
COc1ccc(-c2ccc(CCC(=O)O)n2CC(=O)Nc2cccc(OC)c2)cc1,-2,2,5,8,-2,3,2,6
COc1cc(/C=C2\SC(=S)N(CC(=O)O)C2=O)ccc1OC(=O)c1ccco1,-16,2,29,-1,-5,-3,17,-13
COc1ccc(N2CCN(C(=O)CSc3nnc(-c4ccco4)n3C)CC2)cc1,1,-5,-7,·,-2,-3,·,6
NC(CC(=O)NC(c1ccccc1)(c1ccccc1)c1ccccc1)C(=O)O (stereo unspecified),-9,-3,6,-3,0,-7,2,2
CCC(=O)c1ccc(OCC(=O)Nc2ccccc2C(=O)NC2CC2)cc1,-45,-10,4,-9,-2,5,-5,-61
CC(OC(=O)c1cc2sccc2n1C)C(=O)NCC1CCCO1 (stereo unspecified),7,-5,7,-7,-5,-19,-9,11
c1ccc2sc(-c3ccncc3)nc2c1,-7,22,12,1,-1,-43,-8,-24
COc1ccccc1NC(=S)N(c1ccccc1)C(C)C,1,3,9,-7,-2,7,2,-7

# Grouped by structure: the entries above with a thiophene ring, fused or not
SMILES,UBC13 polyUb,ATG4B inh,CCR6 antagonist,EBI2 block,APJ agonist,Gli-Sufu antag,CXCR6 block,APJ antagonist
Cc1ccc(-n2c(SCC(=O)NCc3ccco3)nc3c(sc4ccccc43)c2=O)cc1,21,-7,30,20,-2,45,4,3
O=C(NCCc1ccccc1)C(=O)NCC1CCCN1S(=O)(=O)c1cccs1 (stereo unspecified),-2,-8,8,5,-6,5,15,-7
CC(OC(=O)c1cc2sccc2n1C)C(=O)NCC1CCCO1 (stereo unspecified),7,-5,7,-7,-5,-19,-9,11

# Complete entries, quoted from the list. Values in the order: UBC13 polyUb | ATG4B inh | CCR6 antagonist | EBI2 block | APJ agonist | Gli-Sufu antag | CXCR6 block | APJ antagonist
# Profile of `COc1ccccc1/C=C/C(=O)Nc1ccc(N2CCOCC2)cc1` = -17 | -8 | 10 | -3 | -2 | 2 | -3 | 1
# Profile of `COc1ccc(N2CCN(C(=O)CSc3nnc(-c4ccco4)n3C)CC2)cc1` = 1 | -5 | -7 | · | -2 | -3 | · | 6
# Profile of `Cc1ccc(-n2c(SCC(=O)NCc3ccco3)nc3c(sc4ccccc43)c2=O)cc1` = 21 | -7 | 30 | 20 | -2 | 45 | 4 | 3
# Profile of `COc1cc(CN2CCCC(C(=O)Nc3ccccc3Oc3cccnc3)C2)ccc1F` (stereo unspecified) = -2 | -7 | 3 | 0 | -4 | 9 | 6 | 11
# Profile of `CC(OC(=O)c1cc2sccc2n1C)C(=O)NCC1CCCO1` (stereo unspecified) = 7 | -5 | 7 | -7 | -5 | -19 | -9 | 11

# Going on with the list.
SMILES,UBC13 polyUb,ATG4B inh,CCR6 antagonist,EBI2 block,APJ agonist,Gli-Sufu antag,CXCR6 block,APJ antagonist
Clc1ccccc1OCc1nnc(-c2ccccc2Br)o1,-1,29,5,1,-2,-81,-8,7
CC1=NCCN1S(=O)(=O)c1c(C(C)C)cc(C(C)C)cc1C(C)C,-2,4,7,3,-4,-7,-3,-6
Cc1nn(C)c(C)c1CNC(=O)c1cc2n(n1)C(C(F)(F)F)CC(c1cccs1)N2 (stereo unspecified),2,-9,-5,-4,2,45,3,0
Cc1nc(COc2cc3oc(=O)cc(C)c3cc2Cl)cs1,-3,-7,12,-7,-2,-28,12,4
Nc1ccc(N=Nc2ccccc2O)c(N)c1,-415,0,38,-5,-5,-4,13,13
CCOC(=O)c1oc2cc(C)cc(C)c2c1C,6,-8,11,-4,-3,6,-3,19
CN(C[C@H](Cc1ccccc1)N(C[C@H](Cc1ccccc1)N(CC1(c2ccccc2)CC1)N=O)N=O)N=O,9,-8,16,18,-3,24,9,3
COC(=O)C1CCN(S(=O)(=O)Cc2ccccc2)CC1,0,7,-2,-9,-2,-21,-5,15
COc1ccc(-c2c3c(=O)n(C)c(=O)n(C)c3cn2-c2ccccc2)cc1,0,-6,6,-6,-3,0,3,6
O=C(Nc1cccc(S(=O)(=O)NC2=NCCC2)c1)c1ccccc1F,4,1,11,4,0,2,-2,-13
Oc1ccc2ccccc2c1C=Nc1cc(C(F)(F)F)ccc1N1CCCC1,-50,-9,26,-16,-1,-3,-8,29
CC(C)[C@H](NC(=O)c1ccccc1)C(=O)OCC(=O)Nc1sccc1C(N)=O,-1,0,4,2,3,1,0,2
C/C(N)=C(/C#N)C(=O)CSc1ccc2c(c1)OCCO2,-8,2,-5,1,-3,-33,14,13
CN(C(=O)c1ccc(NC(=O)Cc2cccc(NC(=O)C3CCN(C(=O)C4CCCC4)CC3)c2)cc1)C1CCCC1,4,-16,4,-9,-2,6,4,14
Nc1nc(-c2c[nH]c3ccccc23)cs1,-10,0,5,-4,-2,31,1,-5
N#Cc1ccccc1/C=N/Nc1nc(-c2ccccc2)c2cc(Br)ccc2n1,6,-5,11,21,-2,5,9,19
O=C(O)c1cccc(S(=O)(=O)N2CCCC2)c1,7,0,7,4,0,2,4,-5
O=C(CSc1nc(Nc2ccccc2)nc(N2CCOCC2)n1)Nc1cc(Cl)ccc1O,-10,-1,-42,-1,41*,14,-16,-129
O=C(CSc1cccc(C(F)(F)F)c1)Nc1nnc(C2CC2)s1,-10,2,3,-1,-2,0,-2,-9
NC(=O)C1CCN(c2nc(-c3ccccc3C(F)(F)F)cs2)CC1,23,13,10,6,0,-111,10,4
Cn1cc([N+](=O)[O-])c(C(=O)NCC(=O)O)n1,0,-1,17,2,-5,0,4,5
CC1CCCC(C)N1C(=O)c1ccc(S(=O)(=O)NCc2ccco2)cc1 (stereo unspecified),-6,-5,4,-5,-1,43,-2,-5
O=S(=O)(/N=C(/Nc1cccnc1)c1ccccc1)c1ccc(F)cc1F,-6,-10,-4,-5,0,-5,5,2
C/C(=N\NC(=O)CSc1nc(C)cc(C)n1)c1ccc2c(c1)OCCO2,-4,-6,7,-10,0,-18,-1,10
O=C(NCc1ccc(-n2cccc2)cc1)c1cccc(F)c1,-7,-28,4,6,-3,-18,-1,-30

# A few values from the entries so far:
# `COc1ccc(-c2c3c(=O)n(C)c(=O)n(C)c3cn2-c2ccccc2)cc1` @ Gli-Sufu antag: 0
# `C/C(N)=C(/C#N)C(=O)CSc1ccc2c(c1)OCCO2` @ APJ agonist: -3

# Continuation.
SMILES,UBC13 polyUb,ATG4B inh,CCR6 antagonist,EBI2 block,APJ agonist,Gli-Sufu antag,CXCR6 block,APJ antagonist
NS(=O)(=O)c1ccc(CCNC(=O)CCS(=O)(=O)c2ccc(Br)cc2)cc1,-8,-3,3,-2,0,2,-4,-10
CC(=O)Nc1ccc(C(=O)NC2CCCC2)cc1,5,-11,0,-4,0,-5,1,9
CC(C(=O)Nc1ccccc1)N(C)CCOc1ccccc1 (stereo unspecified),-4,-3,12,0,-3,0,4,-25
COc1ccc(C2CC(=O)C(C=NCCCO)=C(O)C2)cc1 (stereo unspecified),3,-3,19,0,-3,26,2,-7
Cc1ccc(S(=O)(=O)N(C)C)cc1NC(=O)Cn1c(CN2CCOCC2)nc2ccccc2c1=O,17,-2,3,-3,-3,0,5,2
Cc1ccc(C)c(C(=O)Nc2nc3ccccc3[nH]2)c1,-3,1,2,-1,0,-53,-3,7
Cc1cc(O)cc2c(=O)c3ccccc3sc12,21,-8,4,-11,2,-2,-7,-15
COc1ccccc1CNS(=O)(=O)c1cc2c3c(c1)CCN3C(=O)CC2,3,-6,7,-6,-5,7,-9,1
C#CCN1C=C(C(=O)OCC)C(C)NS1(=O)=O (stereo unspecified),·,2,11,2,·,-3,0,·
COc1cccc(C(=O)Nc2cc3c(cc2Cl)OCCCO3)c1,-5,-1,15,-17,-2,-103,2,7
CCOC(=O)c1c(NC(=S)N2CCN(C)CC2)sc2c1CCN(C(=O)OCC)C2,4,-6,7,23,-2,9,2,2
CCOc1ccccc1-n1c(SCC(=O)Nc2ccc(CC)cc2)nc2n[nH]c(C)c2c1=N,10,-8,-1,·,3,4,·,13
Cc1ccc(S(=O)(=O)N2[C@@H](c3cccc(Cl)c3)C(C(=O)O)=CC[C@H]2c2cccs2)cc1,-14,-4,15,2,-1,-11,-6,10
COc1cc(Cl)cc(C2NC(=O)NC(C)=C2C(=O)NCc2ccccc2)c1O (stereo unspecified),-9,-7,-3,-9,0,-1,6,-3
